IMPase inh: IMPase inhibition in cells; 120,000 tested, under 10 active; inhibition (IP1 accumulation), % at 46.1 µM; CHO-M1 cells, IP1 accumulation, HTRF TR-FRET ratio; P97697; active means well fitted curve in the direction sought with a large enough effect in the signal ratio, not every such curve was filed as active; inconclusive means small, poorly fitted or top-dose-only effect, or a change in a side signal; inactive means no such curve, though single readings can be large or run the other way; the % refers to the signal ratio;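 further: cells stimulated with carbachol in lithium chloride buffer; plate controls were DMSO basal wells for no effect and reference inhibitor wells for full effect; higher means more IMPase inhibition seen as more IP1 and lower FRET ratio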
Target sequence (P97697 whole entry, looked up): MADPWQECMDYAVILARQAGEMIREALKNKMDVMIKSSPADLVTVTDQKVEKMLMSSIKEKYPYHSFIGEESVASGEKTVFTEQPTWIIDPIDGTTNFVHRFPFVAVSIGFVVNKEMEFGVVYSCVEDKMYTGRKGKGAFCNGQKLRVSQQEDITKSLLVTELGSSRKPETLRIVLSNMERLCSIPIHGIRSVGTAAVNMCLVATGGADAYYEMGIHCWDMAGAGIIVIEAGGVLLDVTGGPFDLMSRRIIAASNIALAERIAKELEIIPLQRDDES
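Cellular IMPase inhibition is scored as a rise in cytosolic IP1, detected by competitive TR-FRET between d2-labelled IP1 and a europium anti-IP1 antibody. M1-expressing CHO cells were stimulated with carbachol for 30 min at 37C, with lithium (50 mM LiCl) present in the buffer.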
12-hLO inh: blocks human 12-lipoxygenase activity; purified 12-hLO, xylenol orange hydroperoxide absorbance; Potency, µM (top dose mostly 57.1 µM), for inactives: at the top dose activity change, negative = inhibition, most hits filed as inhibitors; hit rate 0.12% among 150,000; AID 1452; further: potency means the concentration at half of the fitted maximal effect; nearly all actives have a fitted effect of over 55% in size; many of its hits are not listed in these tables
Target sequence (P18054 whole entry, looked up): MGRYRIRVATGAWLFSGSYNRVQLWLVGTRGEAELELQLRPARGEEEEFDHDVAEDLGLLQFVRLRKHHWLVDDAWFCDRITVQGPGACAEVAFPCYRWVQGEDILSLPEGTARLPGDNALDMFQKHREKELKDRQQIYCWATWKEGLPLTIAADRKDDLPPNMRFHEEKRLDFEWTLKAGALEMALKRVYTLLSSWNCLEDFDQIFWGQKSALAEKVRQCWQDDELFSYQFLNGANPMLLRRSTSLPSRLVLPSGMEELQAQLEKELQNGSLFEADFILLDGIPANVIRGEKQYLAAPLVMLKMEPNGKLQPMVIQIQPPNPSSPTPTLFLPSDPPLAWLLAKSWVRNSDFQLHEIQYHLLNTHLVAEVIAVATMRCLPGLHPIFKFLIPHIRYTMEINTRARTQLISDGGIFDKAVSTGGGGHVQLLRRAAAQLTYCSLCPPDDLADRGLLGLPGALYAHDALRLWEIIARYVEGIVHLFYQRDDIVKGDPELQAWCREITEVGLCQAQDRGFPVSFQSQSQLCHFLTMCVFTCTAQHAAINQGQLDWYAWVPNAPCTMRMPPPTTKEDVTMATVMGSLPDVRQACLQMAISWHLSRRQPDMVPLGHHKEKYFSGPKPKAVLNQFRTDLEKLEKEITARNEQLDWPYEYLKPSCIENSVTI
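Hydroperoxide output read as Fe(III)-xylenol orange absorbance, 573-to-405 nm ratio, after 30 min reaction with 40 uM arachidonic acid. Enzyme: 150 nM purified human 12hLO, 15 min compound preincubation; 25 mM Hepes pH 7.0, room temperature.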
PNC assembly inh: perinucleolar compartment assembly inhibition; activity change (PNC), negative = inhibition, % at 10 µM; PC3M PTB-GFP, PNC prevalence imaging, 16 h; stronger effect = lower value; hit rate 3.1% among 140,000;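 active means readout at or below -70, meaning at least 70% loss of cells showing the perinucleolar compartment, a nuclear body marking cancer cells; inconclusive means readout between -30 and a set limit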;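 further: plate controls were DMSO wells for no effect and camptothecin positive control wells for full effect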
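Compounds are pinned in duplicate onto adhered PC3M cells stably expressing GFP-tagged PTB and incubated 16 h at 37 C. Cells are then fixed, nuclei stained with Hoechst, and PNC-positive cells counted.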
15-hLO-2 inh: inhibitors of human 15-lipoxygenase 2 (ALOX15B). O15296. Potency, µM (titrated, usually from 57.1 µM), for inactives: at the top dose activity change, negative = inhibition, hits mostly inhibitors. hit rate 0.56% among 110,000. AID 881. purified 15hLO-2, xylenol orange hydroperoxide absorbance; further: potency means the concentration at half of the fitted maximal effect; nearly all actives have a fitted effect of over 60% in size; many of its hits are not listed in these tables
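Screening format was qHTS against 50 nM purified 15hLO-2 in Hepes pH 7.5 with detergent. Activity follows hydroperoxide formation from 45 uM arachidonic acid, measured as 573:405 nm absorbance ratio of the ferric-xylenol orange complex.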
Active calls of the source: *; ? = inconclusive; nt = no result given; [ ] = remark or other dose. Unless noted, the call rests on the fitted dose curve; in most records, active means well fitted curve in the direction sought with a large enough effect; inconclusive means small, poorly fitted or top-dose-only effect, or another doubt; inactive means no such curve, though single readings can be large; an effect the other way counts as inactive or inconclusive. Unless noted, on the % scale 0 is the no-effect control and ±100 the full control effect. An excerpt; rates above refer to the full screens.

SMILES	IMPase inh	12-hLO inh	PNC assembly inh	15-hLO-2 inh
CCOc1ccc(C(=O)NC(=S)NCc2cccnc2)cc1	nt	-3.5%	51.2	nt
CC(C)CN(C(=O)COC(=O)CCN1C(=O)c2ccccc2C1=O)C1CCS(=O)(=O)C1 (stereo not given)	8.4	-1.4%	-20.2	-6.6%
Cc1cccc(CSc2nnc(-c3ccco3)n2C)c1	-5.2	-1.1%	3.8	5.4%
Cc1nnc(SCC(=O)Nc2ccc(N3CCOCC3)cc2)n1-c1ccccc1	10.6	-2.9%	4.1	-0.2%
Fc1ccccc1CN1CCCCCCC1	5.4	-5.5%	?	-10.2%
Cn1c(=O)c2c(nc(SCc3ccccn3)n2C)n(C)c1=O	-2.9	-1.5%	-7.9	-0.7%
COC(=O)N/N=C/c1cn(CC(C)COc2ccccc2)c2ccccc12 (stereo not given)	nt	-3.4%	?	nt
Cc1ccc(-n2nnc3c(=O)n(CC(=O)N4CCOCC4)cnc32)cc1	3.0	-3.9%	9.0	-3.0%
CN1CC(=O)NC1=NC(=O)c1ccc(Cl)c(S(=O)(=O)N2CCCCCC2)c1	0.1	1.3%	54.0	11.3%
CCOC(=O)C1=C(c2ccccc2)OC(N)=C(C#N)C1c1ccco1 (stereo not given)	-4.3	-6.9%	-22.8	-11.6%
Cc1ccc(C(=O)CSC2=NC(N)=C(C#N)C3(CCCCC3)C2C(N)=O)cc1 (stereo not given)	0.9	?	?	?
O=C1CC(C(F)(F)C(F)(F)C(F)(F)C(F)(F)F)=Nc2ccccc2N1	0.3	-5.6%	35.5	2.6%
C/C(=N\NC(=O)CN(c1ccccc1Br)S(C)(=O)=O)c1ccc2c(c1)OCCO2	nt	-4.0%	4.1	nt
CC(CN1CCN(C)CC1)OC(=O)c1ccc(Cl)cc1 (stereo not given)	-1.8	-3.2%	7.1	0.4%
Cc1nc2c3cnn(-c4ccc(C)c(C)c4)c3ncn2n1	-1.7	-2.8%	-8.9	1.0%
CC(C)C(NC(=O)C(c1ccccc1)c1ccccc1)c1nc2ccccc2[nH]1 (stereo not given)	2.0	4.5%	-28.2	16.1%
O=C(NCCCN1CCOCC1)c1ccccc1NS(=O)(=O)c1cc([N+](=O)[O-])ccc1Cl	-7.7	-1.3%	21.7	nt
O=C(/C=C/c1ccc(Cl)cc1)N(Cc1ccccc1)C1CCS(=O)(=O)C1 (stereo not given)	4.0	0.5%	12.1	nt
c1coc(-c2nc3nc4ccccc4nc3n2CC2CCCO2)c1 (stereo not given)	-8.6	-15.7%	-19.7	-15.7%
CCOC(=O)c1cnc(SCC(=O)Nc2cc(OC)cc(OC)c2)nc1N	5.5	-8.6%	?	-5.5%
CCOC(=O)C1CCCN(C(=O)Cn2nc(Cc3cccnc3)c3ccccc3c2=O)C1 (stereo not given)	-1.0	6.1%	6.1	2.5%
COc1ccc(N(Cc2ccccc2)S(=O)(=O)c2cccc(C(=O)NC3=NCCS3)c2)cc1	2.4	0.7%	87.7	11.1%
CC1CCCC(NC(=O)CC2Nc3ccccc3NC2=O)C1C (stereo not given)	1.0	5.5%	41.6	10.3%
C/C(=N\NC(=O)Cc1cc(=O)[nH][nH]1)c1cccc([N+](=O)[O-])c1	17.8	-1.7%	?	nt
O=C(/C=C/c1ccc2c(c1)OCO2)c1cccs1	9.4	-24.6%	nt	-1.6%
O=C(Nc1nc2ccc(F)cc2s1)C1CCCO1 (stereo not given)	0.8	-2.4%	67.5	-13.1%
CCC(=O)N1CCc2cc(OC)c(OC)cc2C1COc1ccc(C(=O)OC)cc1 (stereo not given)	1.3	-2.7%	0.1	-1.2%
CCC(=O)N1CCc2cc(S(=O)(=O)CCC(=O)N3CCc4ccccc4C3)ccc21	-1.1	0.0%	?	0.3%
CCOC(=O)c1ccc(NC(=O)N2CC(C)OC(C)C2)cc1 (stereo not given)	5.3	-5.2%	9.3	3.8%
CCc1c(O)nc(SCC(=O)Nc2ccccc2OC)[nH]c1=O	-1.3	0.1%	-13.9	-7.4%
Cc1ccccc1OCc1nc2ccccc2c(=O)n1/N=C/c1c[nH]c2ccccc12	nt	2.3%	-123.3*	nt
COc1ccc(S(=O)(=O)NC(CC(=O)NCc2ccc3c(c2)OCO3)c2ccco2)cc1 (stereo not given)	2.7	-8.0%	-19.4	-4.8%
Cc1cccc(C)c1NC(=O)CN(C)c1ccc(C(F)(F)F)cn1	nt	7.3%	-0.3	nt
CC1CCC(C(C)C)[C@H](O)C1 (stereo not given in full)	nt	1.2%	nt	-8.7%
COc1cccc(-c2nc(-c3ccc(NC(=O)Cc4ccccc4OC)cc3)no2)c1	9.3	-4.6%	?	2.5%
Cn1c(=O)c2c(nc(CN3CCN(C(=O)c4ccco4)CC3)n2Cc2ccc(F)cc2)n(C)c1=O	-6.4	-9.9%	-22.3	-10.8%
CC1=CN2C(=N)/C(=C/c3ccc(Sc4ccc(C)cc4)o3)C(=O)N=C2S1	nt	5.5%	48.9	nt
CCN1CCc2c(sc(NC(=O)c3ccc(S(=O)(=O)N4CCOCC4)cc3)c2C(=O)OC)C1	-1.1	7.6%	22.8	30.1%[activator]
COC(=O)c1c(-c2ccc(C)cc2)csc1NC(=O)Cc1ccc(OC)c(OC)c1	12.3	-4.9%	-29.3	-15.8%
Cc1cc2oc(=O)c3c(c2cc1OCc1nn[nH]n1)CCCC3	-1.6	-0.8%	52.0	19.3%
CN(C)CC[C@@H](C(=O)C(C)(C)C)c1ccccn1	nt	1.4%[11.4 µM]	nt	-0.1%[11.4 µM]
Cc1c(Br)c([N+](=O)[O-])nn1CC(=O)Nc1ccc(Cc2ccncc2)cc1	nt	0.3%	-93.1*	nt
Cc1cccc(NC(=O)CSc2nnc(CNC(=O)c3ccc(S(=O)(=O)N(C)C)cc3)n2-c2ccccc2)c1	nt	-0.9%	-3.3	nt
C=CCN1C(=O)CN=C1Nc1cc(C)ccc1C	-0.3	1.1%	4.1	0.4%
Cc1ccc(NC(=O)CN2CCc3ccccc3C2)cc1	7.2	0.7%	-13.2	-0.4%

Brought forward from above: 4 entries; new compounds follow.
SMILES	IMPase inh	12-hLO inh	PNC assembly inh	15-hLO-2 inh
Cc1c(Br)c([N+](=O)[O-])nn1CC(=O)Nc1ccc(Cc2ccncc2)cc1	nt	0.3%	-93.1*	nt
Cc1cccc(NC(=O)CSc2nnc(CNC(=O)c3ccc(S(=O)(=O)N(C)C)cc3)n2-c2ccccc2)c1	nt	-0.9%	-3.3	nt
C=CCN1C(=O)CN=C1Nc1cc(C)ccc1C	-0.3	1.1%	4.1	0.4%
Cc1ccc(NC(=O)CN2CCc3ccccc3C2)cc1	7.2	0.7%	-13.2	-0.4%
CN1CCN(S(=O)(=O)c2cccc(C(=O)NC3CCCc4ccccc43)c2)CC1 (stereo not given)	-11.0	-1.2%	34.0	12.9%
Cc1ccc(C(=O)OCCc2c(C)[nH]n(-c3ccccc3)c2=O)cc1	7.4	-8.5%	7.5	nt
CCn1c(SCC(=O)NC2CCCCC2)nnc1-c1cc2cccc(OC)c2o1	-16.5	0.2%	-20.4	2.7%
Cc1c2c(n3c(nc4ccccc43)c1C#N)N(c1ccccc1)CC2	nt	-3.8%	-94.6*	nt
CCCCCOC(=O)c1ccc(NC(=O)c2ccco2)cc1	9.5	-6.8%	?	0.3%
C=C(c1cccc2ccccc12)P(=O)(O)O	-1.6	-3.7%	?	9.2%
Clc1ccc2c(c1)C(N1CCNCC1)Cc1ccccc1S2 (stereo not given)	20.9	3.5%	-13.9	nt
COc1ccc(OC)c(C(=O)N2CCC(C(=O)c3ccc(F)cc3)CC2)c1	19.4	-1.2%	-23.1	nt
Cc1cc(=O)oc(C)c1C(=O)OC(C(=O)c1ccccc1)c1ccccc1 (stereo not given)	nt	-1.2%	38.4	nt
CC(C)OCCCNC(=O)c1cc(Sc2ccc(F)cc2)nc2ccccc12	10.5	7.1%	-1.7	nt
O=C(c1sc2ccccc2c1Cl)N(Cc1ccco1)C1CCS(=O)(=O)C1 (stereo not given)	-4.1	-5.7%	2.7	1.9%
N#CC(C(=O)NCCc1ccccc1)c1nc2ccccc2nc1N1CCOCC1 (stereo not given)	-4.0	-0.5%	?	4.0%
COC(=O)/C=C1/N/C(=N\c2nc(C)cc(C)n2)N(c2ccc(C)c(C)c2)C1=O	9.2	1.3%	-10.1	-3.5%
NNc1nc2c(F)cccc2s1	23.4	-29.4%	-7.5	nt
Cc1ccc2oc(=O)c3cnn(CC(=O)N4CCc5ccccc5C4)c3c2c1	5.5	?	9.7	0.3%
NS(=O)(=O)O	nt	-1.8%	nt	-0.5%
CCO/C=C1/C(=O)N(C)C(=O)c2cc(OC)ccc21	-0.3	3.6%	22.9	-16.2%
COC(=O)c1sccc1NC(=O)CSc1cc(Cl)ccc1Cl	5.4	-5.7%	?	3.8%
COc1cc(OC)c(OC)cc1CNC1CCCCCC1	9.4	-4.0%	-2.8	3.9%
Cc1c(C(C)O)nnn1-c1nonc1N (stereo not given)	-5.0	-0.5%	-17.9	-9.9%
O=C(Nc1c(F)cc(F)cc1Br)c1cc(-c2ccc(O)cc2)on1	2.2	-8.2%	23.0	-1.3%
O=C(Nc1ccccc1)Nc1cc(OCC(F)(F)F)cc(OCC(F)(F)F)c1	nt	0.3%	-25.8	nt
CN=c1scc(-c2cccs2)n1/N=C/c1ccccc1O	nt	6.8%	-17.1	nt
C=C(C)CC(NCc1ccco1)c1ccc(OC)cc1 (stereo not given)	11.3	1.9%	55.3	31.4%[activator]
CC(C)(C)C1=Nn2c(nnc2C2CCCCC2)SC1	-6.5	3.8%	-12.4	-3.0%
CCOc1ccc2nc(NCCCO)[nH]c2c1	nt	-2.8%	-5.5	nt
Cc1nnc(N(Cc2ccccc2)C(=O)c2cnccn2)s1	0.7	-1.9%	-87.8*	-3.5%
CCOC(=O)c1c(NC(=O)c2cc(-c3ccc(O)cc3)on2)sc(C(C)=O)c1C	nt	-1.7%	24.5	nt
COc1ccc(/C=N/Nc2ncnc3sc4c(c23)CCCC4)cc1O	nt	-4.8%	?	nt
CCOC(=O)c1cnc(-n2cc(C)cn2)nc1Nc1ccccc1OC	3.7	4.0%	42.5	-3.8%
Cc1nc(N2CCN(c3ccccc3)CC2)[nH]c(=O)c1Cc1ccccc1	-0.9	1.0%	73.1	-0.9%
Cn1cccc1Cc1nnc(SCC(=O)NCCc2ccccc2)n1-c1ccc(F)cc1	4.4	-1.8%	-3.7	-10.6%
Cc1cccc(CC(=O)Nc2cc(C)c3c(=O)oc4ccccc4c3n2)c1	7.4	-4.6%	-27.8	-0.9%
Cc1c(C(=O)NCCc2ccccc2)oc2ccc(S(=O)(=O)N3CCOCC3)cc12	4.0	3.8%	?	1.2%
COc1ccccc1OCc1ccc(C(=O)N2CCN(C(=O)c3ccco3)CC2)cc1	-1.3	6.3%	?	-15.4%
NC(=O)CCN(Cc1ccccc1)S(=O)(=O)c1ccccc1	2.5	-0.8%	?	6.9%
COC(=O)N1CCC2(CCN(C(=O)Nc3ccc(OC)cc3)CC2)CC1	nt	-3.8%	nt	-4.9%
COc1ccc(NC(=O)CCN2C(=O)C3CC=C(Cl)CC3C2=O)cc1 (stereo not given)	nt	0.7%	29.6	nt
CCCCNC(=O)C1CC(=O)N(c2ccc(OC)cc2)C1c1ccc(OC)cc1 (stereo not given)	7.7	3.4%	-26.0	1.2%
CN(C)c1ccc(/C=C(\Cl)c2nc3ccccc3s2)cc1	-1.8	-3.0%	31.1	nt
Cc1cc2nc(CCN3CCOCC3)n(S(=O)(=O)c3ccc(C(C)(C)C)cc3)c2cc1C	-1.3	0.4%	176.4	nt
Cc1ccc(CNS(=O)(=O)N(C)C)cc1	3.2	-0.1%	25.4	4.8%

Source: PubChem BioAssay (National Center for Advancing Translational Sciences (NCATS))
